# Bioassay records as filed in PubChem.
# DENV2 CPE – inhibitors of DENV2 cytopathic effect | DENV2-infected cells, cytopathic effect rescue, plate reader | CPE inhibition, % at 9.99 µM | 1.7% of 350,000 active; in the data active = CPE inhibition above about 20%, passing the limit was not always enough; inconclusive = no clear call, values can overlap the other calls; tested in BHK-21 cells;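 note: 0% = median of neutral control wells and 100% = median of positive control wells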
# ERp5 inh – inhibitors of human ERp5. Q15084. ERp5 insulin aggregation, absorbance 650 nm, 90 min. inhibition, % at 9.99 µM. 0.05% of 350,000 active. AID 651711;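 active = mean replicate inhibition above about 25%, with every replicate also reaching it, limit read from the data, passing the limit was not always enough; inconclusive = only one of those two criteria met; inactive = neither criterion met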
# Target sequence (Q15084 whole entry, looked up): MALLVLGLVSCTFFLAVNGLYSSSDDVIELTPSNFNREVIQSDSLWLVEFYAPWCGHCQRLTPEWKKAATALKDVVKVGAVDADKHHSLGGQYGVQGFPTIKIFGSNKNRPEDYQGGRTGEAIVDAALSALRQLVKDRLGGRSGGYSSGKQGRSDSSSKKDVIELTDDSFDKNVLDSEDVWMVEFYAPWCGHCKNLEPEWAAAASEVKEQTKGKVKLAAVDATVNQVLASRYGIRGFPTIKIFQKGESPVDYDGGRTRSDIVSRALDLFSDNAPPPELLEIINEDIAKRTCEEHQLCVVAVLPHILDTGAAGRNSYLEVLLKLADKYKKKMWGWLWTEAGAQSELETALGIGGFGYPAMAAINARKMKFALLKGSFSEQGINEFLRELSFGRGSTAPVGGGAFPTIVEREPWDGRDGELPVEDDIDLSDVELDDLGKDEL
# C2C12 statin – suppression of simvastatin myotoxicity. AID 602340. rescue of ATP level, % at 7.49 µM. 0.78% of 330,000 active. C2C12 myotubes + simvastatin, ATP luminescence, 48 h; scaled: DMSO 0, geranylgeraniol control 100;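 active = mean ATP rescue above about 67%, or every replicate alone reaching that limit, limit read from the data, passing the limit was not always enough; inconclusive = no clear call, values can overlap the other calls; inactive = mean under the limit and some replicate under it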;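 note: myotubes were challenged with 10 µM simvastatin during compound exposure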
# S100A4 MyoIIA – S100A4-myosin IIA interaction inhibition; 0.14% of 360,000 active; S100A4/TAMRA-MyoIIA peptide fluorescence polarization; P26447; AID 652163; inhibition, % at 10.7 µM;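 active = mean inhibition of at least 70% across replicates, with every replicate also reaching that level; inconclusive = mean inhibition reaches 70% but some replicates fall short; inactive = mean inhibition below 70%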
# Target sequence (P26447 whole entry, looked up): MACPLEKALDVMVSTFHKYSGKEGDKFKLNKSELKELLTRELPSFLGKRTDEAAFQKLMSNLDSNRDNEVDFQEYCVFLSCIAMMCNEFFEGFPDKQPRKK
#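 Test system: S100A4 monomer protein. Medium: HEPES buffer with Ca2+, pH 7.2. Reagent: fluorescent myosin IIA peptide, 5 nM. Compound dosing: single-point compound testing. Timing: 5 min between mix addition and reading. Benchmarks: DMSO neutral and TFP positive wells.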
# SIRT5 block – sirtuin-5 (human) deacylase inhibition. Purified SirT5, succinyl-peptide AMC, trypsin-coupled fluorescence. inhibition, % at 15 µM. 1.1% of 330,000 active. AID 652115; in the data active = inhibition above about 15%; inconclusive = no clear call, values can overlap the other calls
# Target sequence (Q9NXA8 whole entry, looked up): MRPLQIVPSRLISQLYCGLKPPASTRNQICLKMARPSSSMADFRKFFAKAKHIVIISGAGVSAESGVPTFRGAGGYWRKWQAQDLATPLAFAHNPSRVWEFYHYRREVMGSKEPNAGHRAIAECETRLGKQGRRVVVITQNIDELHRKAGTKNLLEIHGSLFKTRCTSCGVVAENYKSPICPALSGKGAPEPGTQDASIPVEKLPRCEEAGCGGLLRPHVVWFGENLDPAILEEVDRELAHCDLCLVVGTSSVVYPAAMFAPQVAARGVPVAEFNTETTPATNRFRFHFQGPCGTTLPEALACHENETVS
# PglD inh – blocks C. jejuni PglD acetyltransferase activity. purified PglD enzyme, DTNB colorimetric CoA detection. 0.098% of 360,000 active. AID 602405. inhibition, % at 12.5 µM; in the data active = inhibition above about 16%, passing the limit was not always enough; inconclusive = no clear call, values can overlap the other calls; note: strong numbers were not always called active
# E-sel inducer – induces E-selectin expression in human endothelial cells. 0.37% of 260,000 active. activation, % at 7.58 µM. AID 686992. P16581. HUVEC E-selectin immunofluorescence imaging; normalized: neutral wells 0, TNF-alpha wells 100;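 active = mean E-selectin-positive cell signal at least 10% of the positive control, reached in at least 60% of replicates, without over 20% cell loss; inconclusive = no rule given, readout overlaps actives, possibly toxicity-flagged; inactive = the rest, including those meeting only one limit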;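 note: in these data hits start at about 27%; measured in HUVEC primary endothelial cells; signal is the percent of cells scored E-selectin positive by PE staining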
#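 Test system – human umbilical vein endothelial cells (HUVEC), E-selectin induction · Input – 3,000 HUVEC seeded per well · Buffer or medium – EGM-2, gelatin · Compound dosing – single-point compound dose · Detection – immunofluorescence imaging · Measure – percent E-selectin-positive cells · Controls – TNF-alpha high, DMSO low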
# Numbers without * were called inactive; ? = inconclusive; nt = no result given.
smiles	DENV2 CPE	ERp5 inh	C2C12 statin	S100A4 MyoIIA	SIRT5 block	PglD inh	E-sel inducer
COc1cc(N2C(=O)CC3(CCCC3)CC2=O)cc(OC)c1OC	1.4	2.7	4.2	0.5	-4.8	4.6	nt
O=C(COc1ccc([N+](=O)[O-])cc1)Nc1cccc(C(=O)Nc2ccccc2C(=O)O)c1	-1.6	3.9	8.1	0.4	0.7	4.8	0.0
O=C(Cn1nc(C(=O)O)c2ccccc2c1=O)Nc1ccc(F)cc1F	-2.1	1.3	21.4	1.3	-6.0	-7.6	nt
Cc1c(NC(=O)CN2C(=O)NC(CCc3ccccc3)C2=O)c(=O)n(-c2ccccc2)n1C (stereo not drawn)	8.8	2.0	5.1	-1.3	0.1	3.2	nt
Clc1ccc(-c2n[nH]c3c2CCCC3)cc1	0.5	-5.4	nt	-2.3	-2.6	nt	nt
Cc1c(Cl)c([N+](=O)[O-])nn1CC(=O)NC(C)c1ccccc1 (stereo not drawn)	?	1.9	2.9	-14.1	3.7	2.3	nt
CC(C)N1CC(C(=O)Nc2ccc(F)c(Cl)c2)CC1=O (stereo not drawn)	-3.3	-0.1	5.2	-4.8	0.2	6.4	nt
Cc1c(C(=O)c2ccc(F)cc2)c2ccccn2c1CCc1ccccn1	1.5	-2.2	nt	-3.7	0.0	nt	nt
CC(C)n1cc(CN2CCN(CCc3ccccc3)C(CCO)C2)cn1 (stereo not drawn)	5.7	2.7	nt	2.7	8.4	nt	-3.6
Cc1ccc(S(=O)(=O)Nc2ccc3c(c2)CC(=O)N([C@H](C)CO)C[C@@H](C)[C@@H](CN(C)C(=O)Nc2cccc4ccccc24)O3)cc1	16.8	4.2	38.6	4.1	5.2	-2.3	0.2
Cc1cc(OCC(=O)Nc2nccs2)c2c(C)cc(=O)oc2c1	-5.0	nt	3.7	10.0	-4.3	5.8	0.7
OCCNCCNCc1ccc(-c2ccccc2)cc1	-3.6	-3.5	nt	-2.6	-2.5	nt	4.6
O=C(NCC1CC1)C1(C(F)(F)F)CC(CCc2ccccc2)CCCO1 (stereo not drawn)	-5.1	3.7	-28.0	2.0	-5.4	-3.0	0.6
O=C1Nc2ccccc2C1Cc1ccc(OC(F)(F)F)cc1 (stereo not drawn)	3.2	-1.4	12.9	-3.6	-1.7	nt	0.1
CCOc1ccccc1CN1CCN(Cc2ccc(C)o2)CC1CCO (stereo not drawn)	nt	1.0	nt	-1.2	-0.3	nt	0.1
COc1ccc(NC(=O)CSc2nc(C)cs2)c(OC)c1	8.0	6.4	8.8	-3.9	nt	0.9	2.6
Cc1cc(N2C(=O)C3C4CC(c5ccccc5)C(C4)C3C2=O)no1 (stereo not drawn)	-8.7	2.9	7.0	0.9	-4.9	-4.3	nt
CC(C)c1ccc(NC(=O)Nc2cc3sccc3n2C)cc1	?	-1.9	-9.1	-3.3	-1.5	-0.1	0.0
COc1ccc(NC(=O)C2CCC2)cc1S(=O)(=O)Nc1cc(C)ccc1Br	7.1	1.8	9.9	-9.6	nt	-1.6	nt
CC(/C=N/NC(=O)Cn1cnc2c1c(=O)n(C)c(=O)n2C)=C\c1ccco1	4.3	nt	nt	-2.7	-3.3	0.5	nt
Cc1ccc(O)c(C(=O)c2cnc3c(c2)c(-c2ccc(F)cc2)c(C#N)c(=O)n3C)c1	-0.1	1.5	nt	-7.4	-5.1	nt	nt
O=C(C[C@H]1C[C@@H]2c3cc(NC(=O)NC4CCCCC4)ccc3O[C@@H]2[C@H](CO)O1)NCc1ccccn1	-0.5	6.9	-2.3	-20.8	-5.2	-0.8	-0.6
Cn1c(N)c(C(=O)COC(=O)COc2cccc(Br)c2)c(=O)n(C)c1=O	19.3	-1.5	-0.3	-3.5	13.7	-0.8	-0.2
COc1ccc(NC(=S)N(CCCN2CCCC(C)C2)Cc2cccs2)cc1 (stereo not drawn)	7.1	3.4	nt	-10.0	0.0	nt	nt
C=CCOc1ccccc1CNCc1ccc(F)cc1	-5.6	3.3	-9.4	1.1	-6.1	nt	-0.2
COc1ccc(CN(C)C[C@H]2Oc3ccc(NS(=O)(=O)c4ccc(C)cc4)cc3CC(=O)N([C@@H](C)CO)C[C@@H]2C)cc1	17.9	-5.5	65.0	-7.7	2.1	2.5	-0.2
O=C(Nc1ccc(F)cc1)c1cc(-c2ccncc2)nc2c(Cl)cccc12	-7.3	4.8	nt	0.5	-2.1	1.7	0.0
C/C=C/c1ccc([C@@H]2[C@@H](CO)N[C@@H]2CN(CC)C(=O)c2ccccn2)cc1	-4.0	-8.8	-3.8	-0.5	-1.2	-0.9	0.2
COc1ccccc1Oc1ncnc2sccc12	nt	-2.1	nt	-4.1	-1.8	nt	2.0
O=C(NCCN1C(=O)S/C(=C\c2cccnc2)C1=O)C1CC(=O)N(Cc2ccco2)C1 (stereo not drawn)	-0.2	2.1	4.9	-0.1	-1.2	nt	nt
COc1cc(C(=O)OCc2cccc(S(=O)(=O)N3CCOCC3)c2)ccc1OCC(C)C	8.8	-1.9	-1.1	-0.4	0.3	1.6	nt
C=CCn1cc(CN2CCC(C(=O)Nc3cccc(-c4cccc(F)c4)c3)CC2)c(C)n1	-1.4	-1.9	-13.4	-27.4	-0.1	0.2	0.1
COc1ccc(C[C@H]2CCc3cnnn3COC[C@H](CC(C)C)NC2=O)cc1	0.1	-0.4	nt	3.1	5.2	nt	0.0
CC(C)(O)C#Cc1ccc(C(=O)N2CCCC(CNS(=O)(=O)c3cccs3)C2)o1 (stereo not drawn)	3.0	-2.0	4.7	-5.5	-1.5	3.8	nt
C[C@@H]1CCCCO[C@@H](CN(C)C(=O)c2ccccc2)[C@@H](C)CN([C@H](C)CO)C(=O)c2cc(NS(=O)(=O)c3cccs3)ccc2O1	-10.1	-1.4	-17.2	1.4	0.7	-2.5	nt
Oc1c(C(c2cccs2)N2CCN(c3ccc(F)cc3)CC2)sc2ncnn12 (stereo not drawn)	-5.9	1.1	12.9	-7.9	3.0	1.3	nt
O=S(=O)(c1ccccc1F)N1CCCCN2[C@H](CO)[C@H](c3ccc(-c4cccnc4)cc3)[C@H]2C1	-9.7	3.8	nt	4.7	6.2	-9.9	0.0
Cc1ccc(CN2CCC(n3nccc3NC(=O)CCOc3ccccc3)CC2)o1	1.3	-1.0	2.2	0.6	-2.2	2.0	-0.1
C[C@H](CO)N1C[C@H](C)[C@@H](CN(C)CC2CCCCC2)Oc2ccc(NC(=O)c3ccncc3)cc2CC1=O	-6.0	2.9	23.3	5.9	4.9	-0.1	-0.5
CNC[C@H]1Oc2cc(C#CCOC)ccc2S(=O)(=O)N([C@H](C)CO)C[C@@H]1C	2.1	2.0	-24.5	-18.5	-5.0	-2.8	-0.2
CNC[C@H]1OCCCC[C@@H](C)Oc2ccc(NC(=O)Nc3ccc(OC)cc3)cc2C(=O)N([C@@H](C)CO)C[C@@H]1C	?	0.5	20.0	-6.6	-1.0	-0.4	0.7
CCOC(=O)C1CCN(C(=O)COC(=O)c2ccc3[nH]c4c(c3c2)CCCC4)CC1	-3.6	6.7	9.5	-1.5	6.0	-8.8	-2.0
Cc1cccc2c(N=Nc3ccc(S(=O)(=O)Nc4cccc(Cl)c4)cc3[N+](=O)[O-])c(O)[nH]c12	1.1	2.3	nt	-4.9	2.2	nt	nt
Cc1ccsc1/C=N/NC(=O)c1nnn(-c2nonc2N)c1C	0.9	-1.1	0.4	-7.5	-2.4	3.9	nt
O=C(C[C@@H]1CC[C@H](NC(=O)NC2CCCCC2)[C@H](CO)O1)NCc1ccc(F)cc1	-0.1	-0.2	3.2	7.1	2.2	5.7	0.0
Cc1cc(C(=O)OCC(=O)NCc2ccco2)c(C)o1	-6.2	0.5	nt	-1.3	-4.0	nt	nt
O=C(O)c1ccc2c(c1)C(=O)N(c1nccs1)C2=O	nt	2.2	nt	2.6	2.7	nt	9.9
COc1ccc(C2OC[C@H]3O[C@H](O)[C@H](NC(C)=O)[C@@H](O)[C@@H]3O2)cc1 (stereo partly drawn)	-9.5	-8.3	nt	-7.1	-2.0	-3.9	nt
CC1CC2(C)Oc3ccccc3CC2C(C)C1CNCCCN(C)C (stereo not drawn)	-5.3	-1.6	nt	-12.0	-1.1	nt	2.0
CC(=O)Nc1cccc(C(=O)NC2CCCc3c2cnn3-c2cc(C)cc(C)c2)c1 (stereo not drawn)	-3.7	3.8	-2.8	-8.3	-3.7	1.4	-0.2
COc1ccc(CCN(C)C(=O)C2CC(=O)N(Cc3ccc(C)cc3)C2)cc1OC (stereo not drawn)	-6.7	2.8	20.8	-9.7	-1.6	-0.9	nt
CCOC(=O)[C@]12CCCC=C1N(Cc1ccccc1)C(=O)[C@H](CC(=O)NCc1ccc(C)o1)C2	3.0	2.2	nt	3.4	-1.9	nt	1.3
O=C(CSc1nc2ccccc2o1)N/N=C/c1ccccc1	nt	nt	-3.2	nt	nt	-6.1	0.4
CSc1ccc(/C=C/C(=O)OCC(=O)NC(C)C)cc1	0.5	-4.1	nt	-9.2	-3.0	nt	nt
CSc1cccc(NC(=O)COc2ccccc2C)c1	-4.8	-0.1	1.7	-3.1	-2.9	nt	nt
Cc1ccc2c(c1)nc1c3ccccc3nc(-c3ccccc3N)n21	10.5	-3.0	3.9	-0.6	-1.1	3.9	-0.3
COc1ccc(NC(=O)c2sc3nc(N4CCOCC4)c4c(c3c2N)CCCC4)c(OC)c1	-1.9	1.1	-23.5	1.5	0.0	-5.2	nt
COc1cc(CN2CCC(C(=O)NCCC(C)C)CC2)ccc1OCc1ccccc1	-3.1	-3.0	-50.0	-1.0	-0.7	-3.0	nt
COC(=O)c1c(NC(=O)COC(=O)c2ccccn2)sc(C)c1C	-13.9	2.5	7.1	-1.6	-2.2	-0.9	nt
CCCC#Cc1cnc2c(c1)C(=O)N([C@H](C)CO)C[C@H](C)[C@@H](CN(C)C(=O)Nc1cc(F)ccc1F)O2	0.6	-0.9	9.3	1.6	nt	1.3	-0.1

# An excerpt from above in order of their number in DENV2 CPE, falling.
Molecule | DENV2 CPE
CCOC(=O)[C@]12CCCC=C1N(Cc1ccccc1)C(=O)[C@H](CC(=O)NCc1ccc(C)o1)C2 | 3.0
COc1cc(CN2CCC(C(=O)NCCC(C)C)CC2)ccc1OCc1ccccc1 | -3.1
CC1CC2(C)Oc3ccccc3CC2C(C)C1CNCCCN(C)C (stereo not drawn) | -5.3

# Next part
smiles	DENV2 CPE	ERp5 inh	C2C12 statin	S100A4 MyoIIA	SIRT5 block	PglD inh	E-sel inducer
CC(=O)c1ccc(NC(=O)c2ccc(NC(=O)CCS(=O)(=O)c3cccs3)cc2)cc1	nt	-9.9	-5.5	9.7	-4.0	0.3	1.2
O=C(CN1C(=O)NC2(CCCC2)C1=O)c1ccc(Cl)s1	7.9	-2.6	-7.8	-3.7	8.3	nt	0.1
CC(C)NC(=O)c1ccc2c(c1)N(CC(=O)N1CCCC1)C(=O)C(C)(C)O2	-0.1	-6.1	-0.7	2.6	0.4	-0.5	-0.1
COc1cccc(NC(=O)C2(C)CCN2CC2CCCCC2)c1 (stereo not drawn)	-4.1	5.1	21.6	-10.6	-4.1	-1.2	-0.3
CCC1(c2ccc(F)cc2)NC(=O)N(CC(=O)Nc2cccc(S(=O)(=O)N3CCCCC3)c2)C1=O (stereo not drawn)	5.7	-1.9	15.9	-0.1	15.4*	-1.1	0.0
CN(C)C(=O)C[C@@H]1CC[C@H]2[C@@H](COc3ccc(NC(=O)c4ccc(F)cc4)cc3C(=O)N2C)O1	-2.2	-0.1	-14.0	-4.6	7.1	0.3	0.1

# This is a subset. The share of hits here may be higher or lower than overall.
